Peg3 promoter: inhibitors of Peg3 promoter | inhibition, % at 20 µM | AID 588405 | HeLa PEG-Prom luciferase reporter, luminescence, overnight | 360,000 tested, 1.7% active;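 active = inhibition of at least 50% at 20 µM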
HIF-2a block: inhibitors of HIF-2a; 786-0 RCC cells HIF-2a reporter, luciferase luminescence, overnight; inhibition, % at 18.8 µM; 360,000 tested, 0.72% active;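 active = inhibition of the luminescence signal of 40% or more relative to plate controls, in a single-dose primary screen at 18.75 µM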
CF NFkB inh: blocks PAF-induced NF-kB reporter in cystic fibrosis cells; KKLEB NF-kB-GFP reporter, GFP fluorescence overnight; inhibition, % at 5 µM; 360,000 tested, 0.86% active;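 active = at least 50% inhibition at 5 µM, scaled per plate between neutral and stimulator controls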;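 also: PAF is a Pseudomonas aeruginosa culture filtrate used as stimulus; plate controls were PAF-stimulated DMSO wells for no effect and unstimulated DMSO wells for full effect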
CaV13 ICDI inh: Primary screen for inhibitors of IQ motif and Ca2+-dependent inactivation inhibitor domain binding in CACNA1D, Förster resonance energy transfer in living cells, … | HEK cells, CFP/YFP FRET ICDI-IQ, plate reader, 10 min; percent FRET-ratio fall versus neutral wells | inhibition, % at 12.3 µM | 340,000 tested, 0.098% active | AID 743397;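 active = mean replicate inhibition of at least 30% and at least 1% of replicates passing that level; inconclusive = only one of the two criteria is met; inactive = neither criterion is met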;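 also: 0% = median of the neutral control wells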
NR2E3 ag-1: agonists of human nuclear receptor NR2E3 | Q9Y5X4 | GST-NR2E3/biotin-RetCOR TR-FRET, 1536-well | inhibition of corepressor binding, % at 4.78 µM | 320,000 tested, 0.12% active | AID 2300;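 active = percent inhibition above the cutoff of mean plus 3 SD of all tested compounds, set per screening campaign, cut at about 20% in these data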;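 also: 0% = DMSO wells and 100% = biotin wells as full block of FRET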
Target sequence (Q9Y5X4 whole entry, looked up): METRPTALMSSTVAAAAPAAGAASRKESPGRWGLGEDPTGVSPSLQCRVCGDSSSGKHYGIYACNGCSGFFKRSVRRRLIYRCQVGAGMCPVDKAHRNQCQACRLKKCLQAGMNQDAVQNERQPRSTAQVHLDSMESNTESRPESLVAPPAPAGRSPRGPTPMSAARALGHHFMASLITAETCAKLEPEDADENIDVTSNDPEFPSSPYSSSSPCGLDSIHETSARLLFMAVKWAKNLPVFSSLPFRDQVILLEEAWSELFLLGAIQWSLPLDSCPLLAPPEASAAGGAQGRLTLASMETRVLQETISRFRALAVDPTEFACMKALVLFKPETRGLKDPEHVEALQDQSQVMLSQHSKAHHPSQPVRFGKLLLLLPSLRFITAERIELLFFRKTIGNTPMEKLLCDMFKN
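Format: 1536-well format; test system: GST-NR2E3 and biotin-RetCOR proteins; read-out basis: percent inhibition of TR-FRET ratio; timing: 5 h incubation at 4 °C; detection: time-resolved FRET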
Shn3 3UTR inh: Schnurri-3 reporter inhibition in Clone20 osteoblasts | Clone20 osteoblast Shn3 3'UTR firefly luciferase, 24 h | inhibition, % at 12.5 µM | 360,000 tested, 0.52% active;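 active = mean inhibition of at least 75% with every replicate also reaching 75%; inconclusive = mean inhibition at least 75% but some replicate below; inactive = mean inhibition below 75%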;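 also: 0% = median of neutral control wells and 100% = pilot-screen positive control compound; some compounds past the cut are filed as inactive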
KKLEB cytotox: counter-screen for CF NF-kB inhibitors: cytotoxicity; activity change (cytotoxicity), % at 5 µM; AID 602141; 360,000 tested, 0.36% active; KKLEB CF airway cells viability, ATPlite luminescence, overnight; active compounds read low; cells stimulated with P. aeruginosa culture filtrate;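 active = corrected activity change at or below -50% at 5 µM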
TRPM1 prom inh: MITF TRPM1 promoter inhibition in SK-MEL-5 cells; SK-MEL-5 TRPM1 promoter luciferase, 24 h; inhibition, % at 12.5 µM; 330,000 tested, 0.83% active;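 active = mean inhibition across replicates of 60% or more, whatever share of single replicates reaches that level; inconclusive = some that reach 60%, reason not given; inactive = mean inhibition across replicates below 60%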; also: values of inactives mirror those of a sister screen read the other way
NR2E3 ag-2: activates human NR2E3 receptor; Q9Y5X4; CHO-S Gal4-NCOR/VP16-NR2E3 two-hybrid, luciferase; inhibition of corepressor binding, % at 3.98 µM; 360,000 tested, 0.35% active; AID 602229;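 active = inhibition above the mean of all tested compounds plus 3 SD, cut at about 70% in these data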;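 also: 0% = DMSO with NR2E3 transfected cells and 100% = cells lacking NR2E3 construct; higher means lower luciferase signal from less NR2E3 corepressor binding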
Vif inh: blocks HIV Vif function. AID 602346. inhibition, % at 7.49 µM. 340,000 tested, 0.35% active. HEK293T cells, Vif self-association by quenched fluorescence, imaging, 24 h; in the data active = inhibition above about 50%, passing the limit was not always enough; inconclusive = no clear call, values can overlap the other calls; inactive = below about 31%; also: some results filed as inactive read as strong as hits
PDI turbidity: PDI (human) enzyme inhibition; 350,000 tested, 0.052% active; inhibition, % at 10 µM; PDI insulin aggregation turbidity, A650, 90 min; AID 588391; P07237;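 active = mean inhibition across replicates of 30% or more, whatever share of single replicates reach that level; inconclusive = mean inhibition below 30% while every single replicate reaches 30%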;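 also: absorbance from insulin aggregation driven by PDI reduction with DTT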
Target sequence (P07237 whole entry, looked up): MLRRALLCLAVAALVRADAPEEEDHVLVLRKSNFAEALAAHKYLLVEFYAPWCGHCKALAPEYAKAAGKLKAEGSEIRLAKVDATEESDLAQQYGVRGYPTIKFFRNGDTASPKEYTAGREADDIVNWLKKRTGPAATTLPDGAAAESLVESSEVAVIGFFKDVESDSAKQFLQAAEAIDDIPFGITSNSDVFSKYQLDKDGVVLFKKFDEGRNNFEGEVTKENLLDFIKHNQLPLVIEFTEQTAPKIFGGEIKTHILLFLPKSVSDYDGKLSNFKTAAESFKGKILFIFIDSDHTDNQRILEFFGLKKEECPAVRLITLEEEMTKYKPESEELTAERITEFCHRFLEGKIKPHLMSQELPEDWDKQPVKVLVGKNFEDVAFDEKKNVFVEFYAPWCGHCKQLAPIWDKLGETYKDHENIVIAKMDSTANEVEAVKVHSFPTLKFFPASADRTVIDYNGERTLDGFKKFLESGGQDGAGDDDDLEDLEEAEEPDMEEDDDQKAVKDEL
Active calls of the source: *; u = inconclusive; x = no result given.

molecule,Shn3 3UTR inh,TRPM1 prom inh,KKLEB cytotox,CF NFkB inh,PDI turbidity,Vif inh,NR2E3 ag-2,HIF-2a block,Peg3 promoter,NR2E3 ag-1,CaV13 ICDI inh
CCOn1c(=O)c(C)[n+]([O-])c2ccccc21,2,11,5,-10,1,u,-2,15,3,-2,x
COc1ccc(CCNC(=O)C(=O)c2c(C)n(C)c3ccccc23)cc1OC,8,0,8,6,4,7,-27,-4,8,0,-12
Cc1cc(S(=O)(=O)N2CCN(Cc3ccc4c(c3)OCO4)CC2)cc(C)c1N1CCCC1=O,9,33,-1,-5,x,-4,-5,9,7,-1,-1
CC[C@H](C)[C@@H](C(=O)NCCCCCCCCCCC(=O)N1CCNCC1)n1cc(CCCCN=C(N)N)nn1,-11,-2,12,0,0,x,-14,-9,-18,-2,-8
COC(=O)CSc1nc(N)c(NC(=O)c2ccc(OC)c(OC)c2)c(=O)[nH]1,0,x,11,7,x,-2,-26,9,12,1,-3
Cc1cccc(C(=O)OCC(=O)c2ccc3c(c2)OCCO3)c1O,-109,-59,-1,-10,-9,0,-19,-260,-296,x,-14
CC(=O)Nc1cccc(-c2cc(NC(C)=O)c3ncc(-c4ccc(F)cc4)n3c2)c1,16,x,-15,-7,-5,x,18,-13,31,x,-4
Cc1ccccc1NC(=S)N(C)CCc1ccccn1,17,-4,1,1,0,0,-12,4,7,8,-6
O=C(C1=C[C@H](c2ccc3c(c2)OCO3)C[C@H](OCCCCO)O1)N1CCOCC1,5,-10,22,0,-3,6,-12,4,1,1,x
Nc1cnc(Br)cc1Br,-37,1,5,-5,-6,0,-17,9,-11,3,-9
COc1ccc(CNC(=O)C[C@H]2C[C@H](C(=O)N3CCCCC3)[C@@]3(CCc4ccccc4)c4[nH]c5ccc(Cl)cc5c4CCN3C2=O)cc1OC,24,30,-10,51*,-4,-17,16,-27,28,x,-5
CCOC(=O)c1nnn2c1nc(Nc1cccc(C(F)(F)F)c1)c1ccccc12,39,x,-17,-5,-4,5,2,-5,41,1,-4
Cc1cc(C(=O)CCC(=O)NCc2ccccc2F)c(C)s1,-2,-15,-18,11,4,22,1,-12,-21,-1,-6
Cn1c(-c2ccccc2)cnc1NCc1ccc(-c2ccccc2)cc1,-31,10,-20,-3,1,-1,8,7,20,0,-6
CC(=O)c1ccc(S(=O)(=O)N2CCN(CC(=O)Nc3ccccc3C(=O)NC3CC3)CC2)cc1,-7,-13,-6,-22,-7,12,17,-2,5,4,-7
COc1cccc(-n2c(SCC(N)=O)nnc2-c2c[nH]c3ccccc23)c1,-11,x,7,7,x,-4,-19,-101,-27,-2,-6
CCCC(=O)OCCNc1cc(SCCC(=O)OC)c2nonc2c1[N+](=O)[O-],8,6,-2,22,-1,3,-2,23,25,4,-6
Cc1cc(NC(=O)Cc2ccccc2)c2ccccc2n1,77,22,-10,10,-2,-43,64,0,1,0,4
O=C(CCCN1C(=O)NC2(CCCC2)C1=O)NCc1ccccc1,-14,-7,-11,3,-5,-5,-17,17,-12,1,-6
O=C(Cc1cccs1)NCc1ccncc1,-2,3,14,1,0,x,-26,-5,4,2,-9
COc1ccc(-c2cc(-c3ccccc3)nc(NN)n2)cc1OC,-4,4,2,-16,-1,-14,-3,-23,-30,3,-4
CCOC(=O)C(C)c1ccc2cc(OC)ccc2c1 (stereo not drawn),-9,-13,-1,-4,1,x,-5,-60,-17,3,-5
CC1(C(=O)NCc2cccnc2)CCN1C(=O)c1cccc(F)c1 (stereo not drawn),-17,x,6,17,13,13,-34,6,3,x,-6
CC(C)CN(C(=O)CCCc1nc2ccccc2c(=O)[nH]1)c1c(N)n(Cc2ccccc2)c(=O)[nH]c1=O,9,3,-4,12,4,11,9,10,-6,-2,-6
Cc1noc(C)c1NC(=O)Nc1ccc2c(c1)C(=O)N([C@H](C)CO)C[C@H](C)[C@@H](CN(C)C(=O)Nc1c(C)noc1C)O2,-19,-16,-3,4,0,-3,4,8,-6,x,-9

New compounds follow
molecule,Shn3 3UTR inh,TRPM1 prom inh,KKLEB cytotox,CF NFkB inh,PDI turbidity,Vif inh,NR2E3 ag-2,HIF-2a block,Peg3 promoter,NR2E3 ag-1,CaV13 ICDI inh
COc1cccc(OC)c1OCCCOc1c(OC)cccc1OC,18,9,-13,1,-24,2,-23,11,9,2,-4
COc1ccc(CCC(C)NCC(C)c2ccccc2)cc1 (stereo not drawn),-5,-3,-9,-4,3,0,2,2,13,5,4
COc1cc(C(=S)N2CCOCC2)ccc1OC(=O)c1ccc(Br)cc1,-2,-11,6,-10,0,-6,-22,15,-4,x,-20
Cc1cc(C(=O)COC(=O)CNS(=O)(=O)c2ccc3ccccc3c2)c(C)n1-c1ccccc1,-13,-4,9,3,12,-1,-9,-25,-19,2,-5
COC(=O)c1c(C)[nH]c(C(=O)OC(C)C(=O)NC2CCCCC2C)c1C (stereo not drawn),7,x,-5,-14,-5,-8,23,12,7,x,-17
COc1ccccc1NC(=O)Nc1c(C)nn(C)c1C,-13,-1,0,6,-3,2,4,6,8,2,1
COc1ccc2[nH]c3nc(SCc4nnc(-c5ccccc5)o4)nnc3c2c1,12,-1,-11,-20,-6,-6,-7,-41,8,1,-4
O=[N+]([O-])c1ccc(-c2csc(COc3ccccc3)n2)cc1,7,x,8,-25,-4,-8,11,-141,-110,x,-6
CC(C)(C)c1ccc(C(=O)NN2C(=O)CSC2=S)cc1,-19,5,-8,14,6,0,-90,-34,-44,3,-16
O=[N+]([O-])c1ccc(/C=N/NC(=S)Nc2ccccc2C(F)(F)F)o1,-6,11,-6,-3,1,-9,6,10,6,4,-3
NC(=O)CSc1nnc(-c2ccc(S(=O)(=O)N3CCCC3)cc2)n1Cc1ccco1,-17,-3,3,-18,6,16,-13,-3,1,2,-5
O=C(CN1c2ccccc2Sc2ccccc21)NNC(=S)Nc1ccc(Cl)cc1Cl,11,-3,-17,26,2,-17,7,0,50*,-3,x
CCCS(=O)(=O)NC(=O)C1(C)CCCN(C(=O)Cc2ccc3ccccc3c2)C1 (stereo not drawn),3,x,1,-12,2,-3,3,15,-1,x,-7
Nc1nc(Nc2ccc(Cl)cc2)nc(NCc2ccco2)c1[N+](=O)[O-],-34,-53,1,-18,3,0,-91,-283,-50,2,-2
C[C@H](CO)N1C[C@H](C)[C@@H](CN(C)C(=O)Nc2ccc3c(c2)OCO3)Oc2c(NC(=O)C3CCCCC3)cccc2C1=O,11,1,0,5,-6,16,19,6,5,x,-4
COc1ccccc1-c1nc(C#N)c(N2CCC(Cc3ccccc3)CC2)o1,4,-7,0,5,-2,10,-35,-24,-23,-2,x
CC(=O)NCCCNC(=S)NCCCN(Cc1ccc(Cl)cc1)c1ccc(Br)cn1,6,x,-17,2,-2,-6,-26,-14,16,x,-6
CCOc1ccccc1CN1CCC(N2CCOCC2)CC1,-4,-6,6,-12,7,-3,5,12,8,3,-2
COc1cccc(OC)c1CC1SC(=O)NC1=O (stereo not drawn),8,1,6,-10,-15,1,-9,13,2,-5,-1
COC(=O)CNC(=O)c1c(C)cc(=O)oc1C,-7,-9,13,1,1,-4,-4,-6,1,0,-10
COC(=O)CC1SC(=O)NC1=Nc1ccc(OC)cc1 (stereo not drawn),5,6,7,9,-3,x,-12,0,5,-1,x
COc1ccccc1CNC(=O)C1CCC(CNc2c(N3CCOCC3)c(=O)c2=O)CC1 (stereo not drawn),-12,x,8,-17,7,24,-8,4,-2,3,-7
O=C1CS/C(=N/N=C\c2ccn[nH]2)N1,3,x,12,4,9,-1,-9,0,-1,6,-20
CC1=NN(c2nc(-c3ccc(C)cc3)cs2)C(=O)C1N=Nc1ccc2ccccc2c1 (stereo not drawn),-1,12,-3,-2,-5,1,0,-25,-14,3,x
CC(Oc1cccc(F)c1)c1ccnc2nc(/N=C/N(C)C)nn12 (stereo not drawn),3,5,-7,10,1,-7,11,6,4,4,-5

Other entries:
molecule,Shn3 3UTR inh,TRPM1 prom inh,KKLEB cytotox,CF NFkB inh,PDI turbidity,Vif inh,NR2E3 ag-2,HIF-2a block,Peg3 promoter,NR2E3 ag-1,CaV13 ICDI inh
COc1ccc(/C=C/C(=O)Nc2ccc(S(=O)(=O)Nc3cc(C)nc(C)n3)cc2)cc1OC,-4,-2,3,-6,-35,11,-29,-1,2,6,-4
COc1ccc(NC(=S)N2CCN(S(=O)(=O)c3ccc(F)cc3)CC2)cc1,10,17,6,-22,1,2,25,2,4,x,-6
O=C1c2ccccc2C(Nc2cccnc2)N1Cc1ccccc1 (stereo not drawn),8,3,3,-21,x,-3,-15,4,-2,5,-4
CCOC(=O)CCc1nn(C)c(=O)c2ccccc12,5,3,8,-17,2,-2,-32,2,-10,4,-3
CCn1c(SCC(=O)Nc2sc(C)c(C)c2C#N)nnc1C(C)C,10,1,-2,-1,-6,x,-14,12,18,-1,x
CCCC(C)NC(=O)CSCc1ccc(OC)cc1 (stereo not drawn),2,-14,0,11,4,-5,-4,17,18,1,4
Cc1ccccc1NC(=O)NCCCN1CCN(C2CCCCC2)CC1,-3,3,3,-4,0,-7,-22,13,17,-1,x
O=C(CC1Sc2ccccc2NC1=O)c1ccc(Br)cc1 (stereo not drawn),-69,-79,9,-14,-15,-1,-55,-188,-137,2,-4

High-throughput results as filed in PubChem BioAssay.
